uPA generation – cell surface uPA generation inhibition | 330,000 compounds, 0.31% hits | cell surface uPA generation assay, qHTS | Potency, µM (titrated, usually from 38.3 µM), for the others: at the top dose activity change, negative = inhibition, usual class: inhibitors; active means well fitted inhibition curve with a large enough effect; inconclusive means small, poorly fitted or top-dose-only effect; inactive means no such curve, though single readings can be large or run the other way; tested in mouse RAW 264.7 cells; further: potency means the concentration at half of the fitted maximal effect; on the % scale 0 is the no-effect control and ±100 the full control effect; nearly all actives have a fitted effect of over 55% in size
p53 reactivator – restores transcriptional activity of mutant p53; H1299 p53-A138V BP100-luciferase reporter, luminescence, 24 h; Potency, µM (highest dose often 92.2 µM), for the others: at the highest dose activity change, positive = activation, most hits filed as activators; 320,000 compounds, 0.063% hits; further: potency means the concentration at half of the fitted maximal effect; % of control where 0% means no effect; nearly all actives have a fitted effect of over 45% in size
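p53-null H1299 cells stably carrying temperature-sensitive p53-A138V and a BP100-luciferase reporter were pinned with compounds (4-point, 1:5 series) and held 24 hrs at 37 deg C. Luminescence was read 10 min after detection reagent.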
TSG101-PTAP inh – blocks PTAP/TSG101 interaction to inhibit HIV-1 budding | Q99816 | Fluorescence polarization, FITC-PTAP peptide / Tsg101 binding | Potency, µM (series often up to 115 µM), for inactives: at the top dose activity change, negative = inhibition, most hits filed as inhibitors | 340,000 tested, under 10 active; active means well fitted inhibition curve with a large enough effect in the main read-out, with a control signal flat, not every such curve was filed as active; inconclusive means small, poorly fitted or top-dose-only effect, or effect the other way, or a change in a side signal; inactive means no such curve, though single readings can be large or run the other way; further: potency means the concentration at half of the fitted maximal effect; % of control where 0% means no effect
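Tsg101 binding domain (10 uM final) was mixed with compound and a FITC-labeled PTAP peptide (50 nM final) in HEPES pH 7.5 buffer with NaCl, Tween 20, EDTA and TCEP; fluorescence polarization was read after 20 min at r.t.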
TRPV1 ag – activates the human vanilloid receptor TRPV1; Q8NER1; AID 540275; TRPV1-expressing cells, Fluo-8 calcium influx, agonist mode; 320,000 compounds, 0.19% hits; activation, % at 8.33 µM; in the data active means activation above about 80%; inconclusive means between about 30% and that limit; further: 0% is about no effect
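TRPV1-expressing cells were cultured overnight at 35.5C and loaded with Fluo-8 calcium dye for 40 to 90 min at room temperature. After a 10 s baseline, compound was added and calcium influx was read kinetically for 3 min (ex 480/em 520 nm).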
BRCA1 expr act – BRCA1 expression activation; MCF7-BRCA1-FFLuc reporter, luminescence, 48 h; response scale: scaled: vehicle 0%, 10 µM genistein 100%; Potency, µM (top dose mostly 46.1 µM), inactives show at the top dose activation, actives largely listed as activators; 380,000 compounds, 1.1% hits; AID 624202; further: potency means the concentration at half of the fitted maximal effect; nearly all actives have a fitted effect of over 80% in size; some results filed as inactive show a strong effect at the top dose
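48 h compound treatment of MCF7-BRCA1-FFLuc cells (phenol-red free MEM, 37 °C), then 15 min with luciferase substrate and luminescence imaging.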
S-ASM inh – human S-ASM enzyme inhibition | P17405 | placental ASM, HMU-PC fluorogenic substrate, 60 min | Potency, µM (highest dose often 57.5 µM), for inactives: at the highest dose activity change, negative = inhibition, hits mostly inhibitors | 340,000 compounds, 0.006% hits | AID 504937; further: potency means the concentration at half of the fitted maximal effect
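Fluorogenic HMU-PC substrate (9 uM final) is turned over by placental ASM in 60 min at 37 C after a 10 min compound preincubation. Reaction ended by alkaline stop (pH 10), with fluorescence read at 386/447 nm.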
Integrin act MD – activates integrin-mediated alleviation for muscular dystrophy; 350,000 compounds, 0.064% hits; Potency, µM (doses to about 38.3 µM), for the others: at the top dose activation, most hits filed as activators; alpha7betagal myoblasts, beta-gal FDG fluorescence, 48 h;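 further: potency means the concentration at half of the fitted maximal effect; 100% = response of the positive control SU9516; nearly all actives have a fitted effect of over 60% in size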
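Alpha7betagal+/- myoblasts (passage 13) were plated 16-24 hr, then exposed to compounds (1:260 dilution of DMSO stock) for 48 hours at 37C. After MPER lysis, β-galactosidase reporter activity was read as FDG fluorescence (ex 480/em 540) after 30 minutes.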
B2AR arrestin – beta2AR (human) beta-arrestin recruitment activity | AID 492947 | beta-arrestin recruitment to beta2AR, cell-based reporter | P07550 | 330,000 compounds, 0.02% hits | Potency, µM (top dose mostly 46.1 µM), inactives show at the top dose activation, actives largely listed as activators;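 further: potency means the concentration at half of the fitted maximal effect; 0% = DMSO controls and full agonism = EC100 isoproterenol or metaproterenol; nearly all actives have a fitted effect of over 65% in size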
Target sequence (P07550 whole entry, looked up): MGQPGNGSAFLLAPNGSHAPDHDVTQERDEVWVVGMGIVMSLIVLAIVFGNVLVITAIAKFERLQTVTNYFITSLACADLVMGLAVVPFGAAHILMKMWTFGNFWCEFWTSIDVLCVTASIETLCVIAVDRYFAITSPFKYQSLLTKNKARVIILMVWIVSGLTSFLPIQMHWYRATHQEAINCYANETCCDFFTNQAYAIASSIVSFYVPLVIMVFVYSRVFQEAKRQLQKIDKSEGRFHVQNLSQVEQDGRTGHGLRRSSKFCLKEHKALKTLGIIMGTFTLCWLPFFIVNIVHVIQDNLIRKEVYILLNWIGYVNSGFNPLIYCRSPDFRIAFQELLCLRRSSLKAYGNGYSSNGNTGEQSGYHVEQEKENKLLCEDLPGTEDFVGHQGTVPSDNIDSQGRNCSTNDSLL
Eya2 phos inh – inhibitors of human Eya2 phosphatase activity | O00167 | recombinant Eya2, OMFP fluorescence dephosphorylation (OMFP is methylfluorescein phosphate) | Potency, µM (doses to about 76.9 µM), inactives show top-dose activity, negative = inhibition, actives largely listed as inhibitors | 330,000 compounds, 0.006% hits | AID 488837; further: potency means the concentration at half of the fitted maximal effect; on the % scale 0 is the no-effect control and ±100 the full control effect
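Eya2 protein (added as 0.2 uM solution) was preincubated with compound for 10 min at ambient temperature in 50 mM HEPES pH 7.5, 50 mM NaCl, 5 uM MgCl2, 0.05% BSA, 1 mM DTT. OMFP (added at 50 uM) then reacted 10 min; fluorescence read at 485/525 nm.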
ELG1 genotox – inducers of genotoxicity in HEK293T ELG1-luciferase cells; HEK293T ELG1-luciferase reporter, luminescence, 16 h; Potency, µM (series often up to 46 µM), for the others: at the highest dose activity change, positive = activation, usual class: activators; 330,000 compounds, 1.3% hits; AID 504466; further: potency means the concentration at half of the fitted maximal effect; % of control where 0% means no effect; nearly all actives have a fitted effect of over 60% in size
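Reporter readout depends on ELG1 protein level, which increases with genetic stress. After 16 hr compound exposure at 37 °C, luciferase activity was quantified using ONE-Glo.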
USP2a inh – blocks human ubiquitin-specific protease USP2a; O75604; USP2 core, Ub-CHOP2 coupled fluorogenic reporter, 485/531; Potency, µM (titrated, usually from 38.3 µM), for the others: top-dose activity change, negative = inhibition, hits mostly inhibitors; 330,000 compounds, 0.01% hits; AID 463254;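 further: potency means the concentration at half of the fitted maximal effect; plate controls were DMSO wells for no effect and full inhibition by NEM control for full effect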
Target sequence (O75604 whole entry, looked up): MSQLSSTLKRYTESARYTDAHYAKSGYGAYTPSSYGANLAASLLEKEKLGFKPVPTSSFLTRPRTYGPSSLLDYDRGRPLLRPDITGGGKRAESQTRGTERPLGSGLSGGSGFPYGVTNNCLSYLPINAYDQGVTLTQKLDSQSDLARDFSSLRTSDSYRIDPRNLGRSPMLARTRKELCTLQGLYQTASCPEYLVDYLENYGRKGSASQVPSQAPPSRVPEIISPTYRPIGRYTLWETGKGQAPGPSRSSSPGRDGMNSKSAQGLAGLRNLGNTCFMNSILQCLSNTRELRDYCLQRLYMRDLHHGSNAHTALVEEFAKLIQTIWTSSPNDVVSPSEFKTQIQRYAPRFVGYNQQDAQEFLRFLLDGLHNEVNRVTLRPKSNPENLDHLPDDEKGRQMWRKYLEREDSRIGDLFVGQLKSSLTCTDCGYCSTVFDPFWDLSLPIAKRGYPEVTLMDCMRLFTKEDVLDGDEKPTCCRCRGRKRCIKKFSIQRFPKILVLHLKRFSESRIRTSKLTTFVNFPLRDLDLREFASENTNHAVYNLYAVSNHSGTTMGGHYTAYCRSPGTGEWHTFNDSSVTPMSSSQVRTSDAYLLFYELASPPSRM
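Deubiquitinase activity read as fluorescence (485/531 nm) after Ub-CHOP2 cleavage activates the enterokinase reporter on its substrate; USP2 core 10nM, Ub-CHOP2 and substrate 25nM each, 30min compound preincubation then 60min RT; data normalized to NEM, curves fitted.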
* marks the source's active call; other numbers are inactive results; [ ] = remark or other dose. Unless noted, the call rests on the fitted dose curve; in most records, active means well fitted curve in the direction sought with a large enough effect; inconclusive means small, poorly fitted or top-dose-only effect, or another doubt; inactive means no such curve, though single readings can be large; an effect the other way counts as inactive or inconclusive.

How did NS(=O)(=O)c1ccc(Nc2nc(-c3cccc([N+](=O)[O-])c3)cs2)cc1 do in these assays?
uPA generation: 4%; p53 reactivator: 0%; TSG101-PTAP inh: 1%; TRPV1 ag: 10; BRCA1 expr act: -45%; S-ASM inh: inconclusive; Integrin act MD: -21%; B2AR arrestin: 0.1%; Eya2 phos inh: -6%; ELG1 genotox: -12%; USP2a inh: -5%

What do the screens show for `CCSc1nc(-c2ccc(OC)cc2)ccc1C#N`?
uPA generation: -3%; p53 reactivator: -2%; TSG101-PTAP inh: -8%; TRPV1 ag: 5; BRCA1 expr act: -47%; S-ASM inh: -1%; Integrin act MD: -24%; B2AR arrestin: -0.2%; Eya2 phos inh: 14%; ELG1 genotox: inconclusive; USP2a inh: -2%

What do the screens show for `CCOC(=O)NNC1CC(=O)N(c2ccccc2)C1=O` (stereo unspecified)?
uPA generation: 6%; p53 reactivator: 3%; TSG101-PTAP inh: -1%; TRPV1 ag: -2; BRCA1 expr act: -22%; S-ASM inh: 6%; Integrin act MD: -37%; B2AR arrestin: -0.3%; Eya2 phos inh: 6%; ELG1 genotox: 0%; USP2a inh: 0%

How did COc1ccc(CNC(=O)CN2C(=O)NC3(CCCc4sccc43)C2=O)cc1 (stereo unspecified) do in these assays?
uPA generation: 15%; p53 reactivator: 2%; TSG101-PTAP inh: 0%; TRPV1 ag: 0; BRCA1 expr act: -15%; Integrin act MD: -10%; B2AR arrestin: -0.2%; Eya2 phos inh: -27%; ELG1 genotox: 0%; USP2a inh: 4%

Results for Cc1cc(NS(=O)(=O)c2ccc(NC(=O)Cc3ccc([N+](=O)[O-])cc3)cc2)no1 ?
uPA generation: 5%; p53 reactivator: 2%; TSG101-PTAP inh: -4%; TRPV1 ag: -4; BRCA1 expr act: -17%; S-ASM inh: -3%; Integrin act MD: 20%; B2AR arrestin: 0.3%; Eya2 phos inh: 0%; ELG1 genotox: 5%; USP2a inh: 0%

Results for COC(=O)C1=C(C)NC(C)=C(C(=O)OC)C1C(=O)OCC(=O)N1CCCCC1C (stereo unspecified) ?
uPA generation: 0%; p53 reactivator: -5%; TSG101-PTAP inh: 2%; TRPV1 ag: 0; BRCA1 expr act: 0%; S-ASM inh: 55%[activator]; Integrin act MD: 19%; B2AR arrestin: -0.2%; Eya2 phos inh: -6%; ELG1 genotox: -5%; USP2a inh: 0%

What do the screens show for `COc1cc(/C=N/n2c(-c3ccccc3)n[nH]c2=S)cc(OC)c1OC`?
uPA generation: -3%; p53 reactivator: -5%; TSG101-PTAP inh: -2%; TRPV1 ag: 1; BRCA1 expr act: -2%; S-ASM inh: 2%; Integrin act MD: -16%; B2AR arrestin: -0.1%; Eya2 phos inh: 6%; ELG1 genotox: 4%; USP2a inh: 1%

Results for COc1cc(OC)c(C(=O)OCN2C(=O)c3ccccc3C2=O)cc1OC ?
uPA generation: 7%; p53 reactivator: 9%; TSG101-PTAP inh: -5%; TRPV1 ag: 1; BRCA1 expr act: -7%; S-ASM inh: 4%; Integrin act MD: inconclusive; B2AR arrestin: 0.1%; Eya2 phos inh: 4%; ELG1 genotox: 3%; USP2a inh: 1%

Results for Cc1ccc(NC(=S)N(Cc2ccccc2)Cc2cccs2)c(C)c1 ?
uPA generation: 4%; p53 reactivator: -2%; TSG101-PTAP inh: -6%; TRPV1 ag: 3; BRCA1 expr act: -33%; S-ASM inh: -4%; Integrin act MD: 5%; B2AR arrestin: 0.0%; Eya2 phos inh: -10%; ELG1 genotox: 10%; USP2a inh: 5%

Results for Cc1ccc(NC(=O)COC(=O)c2cc(=O)c3cc(F)ccc3o2)cc1 ?
uPA generation: 1%; p53 reactivator: 4%; TRPV1 ag: 5; BRCA1 expr act: 6%; S-ASM inh: -2%; Integrin act MD: 3%; B2AR arrestin: -0.1%; Eya2 phos inh: -40%; ELG1 genotox: 0%; USP2a inh: 0%

How did CCC(C)Sc1ccc([C@@H]2[C@H]3C(=O)N(C)C(=O)[C@H]3[C@]3(C(=O)OC)CCCN23)cc1 (stereo partly specified) do in these assays?
uPA generation: -5%; p53 reactivator: -2%; TSG101-PTAP inh: -8%; BRCA1 expr act: -8%; S-ASM inh: -4%; Integrin act MD: 1%; B2AR arrestin: 0.0%; Eya2 phos inh: 6%; ELG1 genotox: -4%; USP2a inh: -8%

What do the screens show for `CCOC(=O)C(C(=O)OCC)C1CCS(=O)(=O)C1` (stereo unspecified)?
uPA generation: -1%; p53 reactivator: 3%; TSG101-PTAP inh: -1%; TRPV1 ag: 1; BRCA1 expr act: -3%; S-ASM inh: 3%; Integrin act MD: 11%; B2AR arrestin: -1.0%; Eya2 phos inh: 11%; ELG1 genotox: 1%; USP2a inh: 3%

What do the screens show for `CCCn1nnc(NC(=S)NC(=O)C(C)(C)C)n1`?
uPA generation: 1%; p53 reactivator: 0%; TSG101-PTAP inh: -2%; TRPV1 ag: 11; BRCA1 expr act: 18%; S-ASM inh: -5%; Integrin act MD: -6%; B2AR arrestin: -0.1%; Eya2 phos inh: -5%; ELG1 genotox: -1%; USP2a inh: 1%

Results for C=CCOc1c(Cl)cc(CNc2nccs2)cc1OC ?
uPA generation: 3%; p53 reactivator: -2%; TSG101-PTAP inh: -1%; TRPV1 ag: 24; BRCA1 expr act: -7%; S-ASM inh: 7%; Integrin act MD: 4%; B2AR arrestin: -0.1%; Eya2 phos inh: -13%; ELG1 genotox: -5%; USP2a inh: 7%

What do the screens show for `CCOC(=O)c1cc(-c2cccs2)[nH]n1`?
uPA generation: -3%; p53 reactivator: 10%; TSG101-PTAP inh: -5%; TRPV1 ag: 7; BRCA1 expr act: 39%; S-ASM inh: -3%; Integrin act MD: 22%; B2AR arrestin: -0.7%; Eya2 phos inh: -6%; ELG1 genotox: -1%; USP2a inh: 1%

How did CC1CC(C)CN(C(=O)COC(=O)c2cc([N+](=O)[O-])ccc2N2CCOCC2)C1 (stereo unspecified) do in these assays?
uPA generation: -2%; p53 reactivator: -1%; TSG101-PTAP inh: -7%; TRPV1 ag: 9; BRCA1 expr act: -13%; S-ASM inh: -7%; Integrin act MD: -14%; B2AR arrestin: -2.1%; Eya2 phos inh: 15%; ELG1 genotox: -3%; USP2a inh: 0%

What do the screens show for `NC1=NC(c2ccccc2C(F)(F)F)N(c2ccc(F)c(Cl)c2)C(N)=N1` (stereo unspecified)?
uPA generation: -6%; p53 reactivator: -9%; TSG101-PTAP inh: -7%; TRPV1 ag: -3; BRCA1 expr act: -16%; S-ASM inh: -1%; Integrin act MD: -36%; B2AR arrestin: 0.4%; Eya2 phos inh: -2%; ELG1 genotox: -6%; USP2a inh: 4%

What do the screens show for `N#Cc1c(NCCCO)nc(-c2ccco2)c2c1CCCC2`?
uPA generation: -3%; p53 reactivator: 13%; TSG101-PTAP inh: -8%; TRPV1 ag: 1; BRCA1 expr act: -23%; S-ASM inh: inactive; Integrin act MD: 9%; B2AR arrestin: 6.4%; Eya2 phos inh: -12%; ELG1 genotox: 3%; USP2a inh: -1%

What do the screens show for `CC1=C(C(=O)OCC2CCCO2)C(c2ccc(C)o2)C2=C(CC(c3ccc(N(C)C)cc3)CC2=O)N1` (stereo unspecified)?
p53 reactivator: -5%; TRPV1 ag: -2; B2AR arrestin: 0.5%; Eya2 phos inh: 3%; ELG1 genotox: -17%; USP2a inh: -2%

How did CC1CCCCN1CCCNc1c(C=O)c(=O)[nH]c2ccccc12 (stereo unspecified) do in these assays?
uPA generation: -1%; TSG101-PTAP inh: 0%; TRPV1 ag: 1; BRCA1 expr act: 3%; S-ASM inh: 2%; Integrin act MD: inconclusive; B2AR arrestin: -1.2%; Eya2 phos inh: 3%; ELG1 genotox: -3%; USP2a inh: 0%

Gathered by group, the compounds so far containing two or more sulfur atoms.
How did NS(=O)(=O)c1ccc(Nc2nc(-c3cccc([N+](=O)[O-])c3)cs2)cc1 do in these assays?
uPA generation: 4%; p53 reactivator: 0%; TSG101-PTAP inh: 1%; TRPV1 ag: 10; BRCA1 expr act: -45%; S-ASM inh: inconclusive; Integrin act MD: -21%; B2AR arrestin: 0.1%; Eya2 phos inh: -6%; ELG1 genotox: -12%; USP2a inh: -5%

Results for Cc1ccc(NC(=S)N(Cc2ccccc2)Cc2cccs2)c(C)c1 ?
uPA generation: 4%; p53 reactivator: -2%; TSG101-PTAP inh: -6%; TRPV1 ag: 3; BRCA1 expr act: -33%; S-ASM inh: -4%; Integrin act MD: 5%; B2AR arrestin: 0.0%; Eya2 phos inh: -10%; ELG1 genotox: 10%; USP2a inh: 5%

High-throughput results from PubChem.
